Assay outcomes deposited in PubChem by National Center for Advancing Translational Sciences (NCATS).
Texas Red fluor – Texas Red region autofluorescence; Compound fluorescence, Texas Red channel, 547/618 nm; active compounds read high; max dye-equivalent concentration, M; hit rate 0.06% among 59,000; AID 587; in the data active = max dye-equivalent concentration above about 10 nM; inconclusive = between about 1.1 nM and that limit
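Fluorescence at ex 547/em 618 nm, normalized against an on-plate Texas Red standard series to give dye-equivalent concentration per compound concentration. Buffer 100 mM Tris, pH 8.0; 15 min RT incubation before CCD imaging.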
Tau filament bind – binders of human tau filaments. P10636. recombinant tau filaments, thioflavin S fluorescence, 15 h; filaments grown with octadecylsulfate alongside compound. Potency, µM (doses to about 57.1 µM), for inactives: at the top dose activity change, negative = inhibition. hit rate 2% among 71,000. AID 596;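 also: potency is read from the fitted curve at half-maximal effect; % is scaled to controls: 0 for no effect and ±100 for the full control effect; actives lower thioflavin S fluorescence by blocking filaments or displacing dye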
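ThS-based fibril read: tau 1 uM final, inducer ODS 30 uM final, 37 C for 15 h, ex 450/em 510 nm.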
Luciferase inh – firefly luciferase inhibition; hit rate 2.2% among 72,000; Potency, µM (series often up to 57.1 µM), without a hit: at the top dose activity change, negative = inhibition, actives largely listed as inhibitors; purified firefly luciferase, luminescence, 8 min; P08659; also: potency is read from the fitted curve at half-maximal effect; % is scaled to controls: 0 for no effect and ±100 for the full control effect; nearly all actives have a fitted effect of over 40% in size
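Substrate buffer containing 10 uM ATP (pH 7.2 imidazole, Mg2+, KCl, detergent, BSA) is dispensed, compound pinned in, then luciferase/luciferin detector mix added. After 8 min at ambient temperature, light output is measured.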
HADH2 inh – inhibitors of human HADH2 dehydrogenase; recombinant HADH2, NADH fluorescence, beta-hydroxybutyryl-CoA; Q99714; Potency, µM (series often up to 57.1 µM), for inactives: top-dose activity change, negative = inhibition, most hits filed as inhibitors; hit rate 3.4% among 73,000; AID 886; also: potency is read from the fitted curve at half-maximal effect; % is scaled to controls: 0 for no effect and ±100 for the full control effect; nearly all actives have a fitted effect of over 60% in size; many of its hits are not listed in these tables
Target sequence (Q99714 whole entry, looked up, one chain of several): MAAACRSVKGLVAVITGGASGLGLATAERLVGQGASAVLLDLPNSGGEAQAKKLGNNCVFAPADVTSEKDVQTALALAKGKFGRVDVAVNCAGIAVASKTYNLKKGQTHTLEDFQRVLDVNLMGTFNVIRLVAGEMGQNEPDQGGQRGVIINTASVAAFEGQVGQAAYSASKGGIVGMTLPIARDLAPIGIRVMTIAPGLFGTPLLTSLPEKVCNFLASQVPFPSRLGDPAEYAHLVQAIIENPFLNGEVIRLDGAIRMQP
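Buffer 100 mM Tris-HCl pH 9.0/0.01% Tween-20; HADH2 20 nM; NAD+ 1 mM; beta-hydroxybutyryl-CoA 90 uM (all final). 15 min cpd preincubation, RT.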
Casp7 inh – caspase-7 (human) inhibition, allosteric or competitive. P55210. recombinant caspase-7, Ac-DEVD-AFC fluorescence rate. Potency, µM (series often up to 57.5 µM), for inactives: at the top dose activity change, negative = inhibition, hits mostly inhibitors. hit rate 0.02% among 75,000; active = well fitted inhibition curve with a large enough effect in the main read-out, with a control signal flat, not every such curve was filed as active; inconclusive = small, poorly fitted or top-dose-only effect, or a change in a side signal; also: potency is read from the fitted curve at half-maximal effect; % of control where 0% means no effect
Fluorescein autfl – compound fluoresces in the fluorescein spectral region; Compound autofluorescence, 480/540 nm, fluorescein-equivalent; active compounds read high; max fluorescein-equivalent concentration, M; hit rate 0.91% among 59,000; AID 593; in the data active = max fluorescein-equivalent concentration above about 10 nM; inconclusive = between about 1.1 nM and that limit
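First, buffer (100 mM Tris, pH 8.0) dispensed; second, compounds and fluorescein standards pinned in; third, 15 min room-temperature incubation; finally, imaging at ex 480 nm/em 540 nm. Fluorescence normalized against the six-point fluorescein curve.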
ERK AVP block – blocks ERK signaling stimulated by vasopressin; HEK293-V1b, vasopressin-stimulated pERK AlphaScreen; Potency, µM (top dose mostly 57.5 µM), for inactives: top-dose activity, negative = inhibition, usual class: inhibitors; hit rate 0.99% among 72,000; AID 995; also: potency is read from the fitted curve at half-maximal effect; % is scaled to controls: 0 for no effect and ±100 for the full control effect; nearly all actives have a fitted effect of over 55% in size
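HEK293 cells stably expressing V1b receptor, seeded overnight in 1% FBS, were treated with compounds for 30 min at 37C, then stimulated 5 min with 25 nM vasopressin; phospho-ERK read by AlphaScreen SureFire after lysis.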
USP2a inhib – inhibitors of human ubiquitin-specific protease USP2a; O75604; USP2a enzymatic assay, qHTS inhibition; Potency, µM (titrated, usually from 38.3 µM), inactives show at the top dose activity change, negative = inhibition, hits mostly inhibitors; hit rate 0.1% among 60,000;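 also: potency is read from the fitted curve at half-maximal effect; nearly all actives have a fitted effect of over 60% in size; plate controls were DMSO for no effect and NEM full inhibition control for full effect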
Target sequence (O75604 whole entry, looked up): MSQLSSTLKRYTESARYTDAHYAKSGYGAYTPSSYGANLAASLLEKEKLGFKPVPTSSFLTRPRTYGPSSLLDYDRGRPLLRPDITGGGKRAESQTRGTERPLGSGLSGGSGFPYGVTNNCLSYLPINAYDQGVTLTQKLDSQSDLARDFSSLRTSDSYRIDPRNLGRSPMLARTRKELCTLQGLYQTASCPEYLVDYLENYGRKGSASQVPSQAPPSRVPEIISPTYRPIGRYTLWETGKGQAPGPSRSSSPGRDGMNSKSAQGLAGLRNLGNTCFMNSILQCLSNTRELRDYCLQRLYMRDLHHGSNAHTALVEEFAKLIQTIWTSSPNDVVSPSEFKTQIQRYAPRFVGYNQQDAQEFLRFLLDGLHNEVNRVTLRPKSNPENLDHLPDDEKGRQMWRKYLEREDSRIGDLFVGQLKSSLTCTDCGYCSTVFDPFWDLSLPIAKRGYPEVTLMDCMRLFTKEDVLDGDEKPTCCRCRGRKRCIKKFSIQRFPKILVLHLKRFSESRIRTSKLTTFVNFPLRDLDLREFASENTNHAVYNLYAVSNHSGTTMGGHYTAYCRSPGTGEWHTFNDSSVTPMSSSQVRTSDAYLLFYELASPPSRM
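USP2 core (20nM final) preincubated 30 min RT with compound, then Ub-PLA2 20nM and NBD C6-HPC 20uM final added; buffer 20mM Tris-HCl pH 8.0, 2mM CaCl2. Fluorescence Ex 460/Em 535 read at 0 and 2.5 h; normalized to NEM.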
HEK293 cAMP cs – parental HEK293 cAMP activation (counter-screen) | parental HEK293 CNG cAMP sensor, membrane potential fluorescence | Potency, µM (titrated, usually from 57.1 µM), inactives show at the top dose activation, most hits filed as activators | hit rate 2.5% among 73,000 | AID 938; also: potency is read from the fitted curve at half-maximal effect; % of control where 0% means no effect; nearly all actives have a fitted effect of over 55% in size
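Parental HEK 293 cells stably expressing a cAMP-gated CNG channel were loaded with membrane potential dye containing 100 uM RO 20-1724 for 60 min. Compound added for 30 min; depolarization read as fluorescence intensity at 590 nm.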
Rhodamine autofl – rhodamine region autofluorescence; hit rate 0.05% among 59,000; max dye-equivalent concentration, M; AID 594; Rhodamine-region fluorescence, 547/598 nm, Tris buffer; active compounds read high; in the data active = max dye-equivalent concentration above about 11 nM; inconclusive = between about 1.1 nM and that limit
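Read-out is relative fluorescence at 547 nm excitation and 598 nm emission, expressed as dye-equivalent concentration using rhodamine standards on every plate. Each compound was profiled across a concentration series after 15 min in 100 mM Tris, pH 8.0.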
Casp1 inh – blocks human caspase-1 allosterically or competitively; P29466; Caspase-1 enzyme, Ac-WEHD-AFC fluorogenic rate; Potency, µM (series often up to 57.5 µM), for the others: at the highest dose activity change, negative = inhibition, hits mostly inhibitors; hit rate 0.03% among 75,000; AID 900;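 also: potency is read from the fitted curve at half-maximal effect; plate controls were vehicle for no effect and no substrate for full effect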
Numbers without * were called inactive; i = inactive; ? = inconclusive; / = not tested or not shown; [ ] = remark or other dose. Unless noted, calls follow the shape of the dose curve; as a rule, active = well fitted curve in the direction sought with a large enough effect; inconclusive = small, poorly fitted or top-dose-only effect, or another doubt; inactive = no such curve, though single readings can be large; an effect the other way counts as inactive or inconclusive.

Values run as follows: Rhodamine autofl | ERK AVP block | Casp1 inh | USP2a inhib | Fluorescein autfl | HADH2 inh | Casp7 inh | Tau filament bind | Luciferase inh | HEK293 cAMP cs | Texas Red fluor
1: O=C(COc1ccc(Br)cc1)Nc1ccc(-c2nnc(-c3ccco3)o2)cc1
 : i | ? | -3% | -5% | i | ? | -6% | 174% | 1% | 23% | i
2: O=C(NCCc1ccccc1)C1CCCN(S(=O)(=O)c2cnc[nH]2)C1 (configuration not stated)
 : / | 3% | -2% | / | / | 6% | -1% | -5% | 1% | 8% | /
3: COc1ncc2nc(-c3ccc(F)cc3)c(=O)n(CCc3ccccc3)c2n1
 : i | 4% | -4% | 81%[activator] | i | 1% | -7% | -12% | 1%[11.4 µM] | 4% | i
4: CCn1cc(SCC(N)=O)c2ccccc21
 : / | / | -5% | / | / | -18% | -14% | 1% | 2% | -14% | /
5: CC(C)(C)NC(=O)C(Cc1ccccc1)NS(=O)(=O)c1cccc2nsnc12 (configuration not stated)
 : i | 20% | -1% | -7% | ? | 3% | 2% | -6% | -2% | 14% | i
6: CN1[C@@H](c2ccccc2)CC(=NO)C[C@H]1c1ccccc1
 : i | 3%[11.5 µM] | 0%[11.5 µM] | / | i | -17%[11.4 µM] | -2%[11.5 µM] | 14%[11.4 µM] | -1%[11.4 µM] | 13%[11.4 µM] | i
7: COc1ccc(NC(=O)C2CCCNC2)cc1OCC(C)C (configuration not stated)
 : / | -1% | 1% | 1% | / | -1% | 2% | 25µM* | 1% | 5% | /
8: CN1CC2CCCC3(C1)C(=O)NC1(CCCCC1)N=C23 (configuration not stated)
 : i | -17% | -1% | 2% | ? | 13% | -1% | 6% | 1% | 8% | i
9: O=C1[C@H]2[C@H]3[C@H](O)[C@H](O)C/C(=N/OC[C@@H](O)COCc4ccco4)[C@@H]3CC[C@@H]2C(=O)N1C[C@@H]1CCCO1
 : / | 25%[11.5 µM] | -2%[11.5 µM] | / | / | -10%[11.4 µM] | -1%[11.5 µM] | / | -1%[11.4 µM] | -3%[11.4 µM] | /
10: O=C(O)CSc1nnc(-c2ccccc2)o1
 : i | -2% | -4% | -1% | ? | -17% | 0% | 2% | 2% | 3% | i
11: c1ccc(-c2nc3ccccc3o2)nc1
 : i | 8% | 2% | -6% | i | 7% | -2% | -1% | -26% | 3% | i
12: CN(c1ccccc1)C(c1ccc(F)cc1)c1nnnn1CC1CCCO1 (configuration not stated)
 : i | -14% | 0% | -2% | i | -7% | -1% | -10% | -1% | ? | ?
13: CCn1c(=O)c(C(=O)CN2CC(C)OC(C)C2)c(N)n(Cc2ccccc2)c1=O (configuration not stated)
 : i | 21% | -2% | 11% | i | 1% | 0% | -4% | 2% | 3% | i
14: CC1=C(NCCc2ccccc2)CCC1=O
 : / | ? | -1% | -2% | / | 1% | 1% | 13% | -3% | 3% | /
15: COc1ccc(-c2nnc(SCC(=O)N3CCCc4ccccc43)o2)cc1OC
 : i | -18% | -2% | / | ? | 0% | 1% | 6% | 1% | 18% | ?
16: CN(C)c1nc(N)nc(CSc2nc3cc(Cl)ccc3o2)n1
 : i | -18% | 0% | -2% | ? | 9% | 0% | 122% | 1% | 13% | i
17: CC1(C)Cc2ccccc2-c2nnc(-c3ccccn3)n21
 : i | 0% | 0% | 1% | i | -1% | -3% | -3% | 0% | 8% | i
18: COc1ccccc1Nc1ccc(C(=O)NC2CCCCC2)cn1
 : i | -17% | -1% | / | i | 0% | 0% | 0% | ? | ? | i
19: Cn1c(SCC(=O)NCc2cccs2)nnc1-c1ccncc1
 : i | -7% | -1% | -6% | i | 7% | -1% | -2% | 5% | -6% | ?
20: C=CCN=C1CC(C)(C)CC(=O)/C1=C(/O)CCC(=O)OC
 : i | -17% | 2% | -3% | i | 5% | 1% | -3% | 0% | 3% | i
21: COc1ccc(NC(=O)Cc2cccs2)c(OC)c1
 : / | -3% | -1% | ? | / | -13%[11.4 µM] | 2% | 3.2µM* | 1% | -3%[11.4 µM] | /
22: O=C(CCn1c(=O)oc2ccccc21)NCc1cccs1
 : i | 8% | 2% | 8% | i | 2% | 1% | -6% | -1% | 6% | i
23: COC(=O)[C@@H](NC(=O)Nc1ccc2c(c1)OCCO2)C(C)C
 : i | -5% | -2% | 1% | i | 7% | -1% | 1% | -3% | 5% | i
24: CCCc1cc(C(=O)NCc2ccco2)no1
 : / | -11% | 2% | / | / | 3% | -2% | 3% | -2% | -5% | /
25: CCCCNC(=O)c1cc2c(=O)n3cccc(C)c3nc2n1C
 : / | / | -9% | / | / | -7% | ? | 26% | 2% | -1% | /
26: O=C(C1CCN(S(=O)(=O)c2ccc3ccccc3c2)CC1)N1CCN(c2ncccn2)CC1
 : i | 25µM* | -3% | 52%[activator] | ? | -7% | -5% | 11% | 2% | 25µM* | i
27: Cc1csc2nc(CNS(=O)(=O)c3ccc(-c4ccccc4)cc3)cn12
 : / | / | -1% | / | / | 11% | -1% | 41% | 6% | ? | /
28: CSc1nn(CCc2ccncc2)c(=S)s1
 : / | -11% | -1% | -3% | / | -9% | -1% | 8% | 1% | 12% | /
29: CCCn1cnc2c(SCC(=O)O)nc(N)nc21
 : i | 19%[11.5 µM] | -5%[11.5 µM] | / | i | -2%[11.4 µM] | 2%[11.5 µM] | 2%[11.4 µM] | 3%[11.4 µM] | 4%[11.4 µM] | i
30: CCOC(=O)CS(=O)(=O)c1ccc2ccccc2c1
 : i | -25% | -7% | -3% | i | 2% | 0% | -15% | -5% | 6% | ?
31: c1cnc(Oc2ccc3oc4ccccc4c3c2)nc1
 : i | 3% | 0% | -13% | i | 3% | / | 6% | -6% | 2% | i
32: COc1cccc(-n2nnc3c(=O)n(Cc4c(F)cccc4Cl)cnc32)c1
 : i | 7% | -1% | 7% | i | 5% | 0% | 12% | 3% | 22% | ?
33: COC(=O)C1=C(C)NC(=O)C1(NC(=O)c1cccnc1)C(F)(F)F (configuration not stated)
 : i | -15% | 1% | -7% | i | -3% | -1% | -5% | 2% | 0% | i
34: COc1cc(OC)c(-c2nnc(-c3ccc(OC)c(OC)c3OC)o2)cc1OC
 : i | ? | 0% | 19% | i | ? | 2% | 195% | -2% | -5% | i
35: O=C(NC(Cc1c[nH]c2ccccc12)c1nnc2n1CCCCC2)c1cccs1 (configuration not stated)
 : i | -4% | 0% | 19% | ? | 10% | 0% | 2% | 3% | -2% | i
36: O=C(CN1C(=O)NC2(CCc3ccccc32)C1=O)c1ccc2c(c1)OCCO2 (configuration not stated)
 : i | -27% | 0% | 30% | i | -9% | 0% | -7% | -5% | -2% | i
37: Cc1oc2ccc(OCC(N)=O)cc2c1C(=O)OC(C)C
 : i | ? | -1% | -1% | i | 2% | -3% | 26% | 1% | 6% | i
38: COc1ccc(NC(=O)Cn2cnc3c(cnn3-c3ccc(C)c(C)c3)c2=O)c(OC)c1
 : i | 3% | 2% | 16% | i | -2% | -2% | 373% | 1% | 22% | ?
39: CCCNC(=O)CCC(NS(=O)(=O)c1ccc(C)cc1)C(=O)NCCC (configuration not stated)
 : i | -12% | 1% | 1% | i | 3% | 0% | -9% | 1% | 14% | i
40: OC[C@H]1O[C@@H](n2cnc3c(NCCc4ccccc4)ncnc32)[C@H](O)[C@H]1O
 : / | -4% | -1% | -6% | / | -18% | 1% | / | / | / | /
41: COc1ccc(CCNC(=O)CSc2nc(C)nc3c2oc2ccccc23)cc1OC
 : i | 3% | 1% | -1% | ? | -3% | 2% | 6% | 3% | 1% | ?
42: CC(=O)C(Sc1ccc2nnc(-c3ccncc3)n2n1)C(C)=O
 : / | / | -3% | / | / | ? | 2% | -4% | 3% | ? | /
43: CC(C)(CCC(C)(C)c1ccccc1)c1ccccc1
 : i | 10%[11.5 µM] | 0%[11.5 µM] | / | i | 5%[11.4 µM] | 4%[11.5 µM] | 3%[11.4 µM] | 1%[11.4 µM] | 1%[11.4 µM] | i
44: COc1ccc(S(=O)(=O)NCc2ccco2)c2ccccc12
 : i | ? | 1% | 5% | i | 4% | 0% | 4% | 1% | 9% | i
45: CCOC(=O)C1CCCN(Cc2ccc(O)c(OC)c2)C1 (configuration not stated)
 : / | -3% | -2% | -1%[7.66 µM] | / | -6%[11.4 µM] | -1% | -5%[11.4 µM] | 1% | -1%[11.4 µM] | /
46: O=C(Cn1cnc2c(nnn2Cc2ccc(F)cc2)c1=O)NC1CCCC1
 : i | -9% | 2% | 0% | i | -5% | -1% | 19% | 1% | 3% | ?
47: CC(c1ccccc1F)n1cc(C(=O)NCc2ccncc2)nn1 (configuration not stated)
 : i | -20% | 2% | 3% | ? | 3% | 1% | 1% | 0% | 2% | i

These rows are one share of the data; the hit share may differ from the screen's.
